BRCA1 expr act = qHTS Assay to Identify Small Molecule Activators of BRCA1 Expression; MCF7-BRCA1-FFLuc reporter, luminescence, 48 h; response scale: scaled: vehicle 0%, 10 µM genistein 100%; AID 624202, 2012; Potency, µM (top dose mostly 46.1 µM), inactives show top-dose activation, usual class: activators; 1.1% of 380,000 active; also: nearly all actives have a fitted effect of over 80% in size; some results filed as inactive show a strong effect at the top dose
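Cells: MCF7-BRCA1-FFLuc, 2000/well. Exposure: 48 h, 37 °C, 5% CO2. Read: luminescence, 15 min post-substrate. Controls: genistein 10 microM (maximal activation), DMSO (neutral).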
RORg inh = qHTS for inhibitors of ROR gamma transcriptional activity; AID 2551, 2010; Drosophila S2 Gal4-RORgamma UAS-luciferase reporter, 20 h; Potency, µM (titrated, usually from 53.6 µM), inactives show at the top dose activity change, negative = inhibition, hits mostly inhibitors; 5.4% of 310,000 active; Nuclear receptor ROR-gamma (Mus musculus), P51450; also: % is scaled to controls: 0 for no effect and ±100 for the full control effect; nearly all actives have a fitted effect of over 60% in size
Target sequence (P51450 whole entry, looked up, the tested form may be a part): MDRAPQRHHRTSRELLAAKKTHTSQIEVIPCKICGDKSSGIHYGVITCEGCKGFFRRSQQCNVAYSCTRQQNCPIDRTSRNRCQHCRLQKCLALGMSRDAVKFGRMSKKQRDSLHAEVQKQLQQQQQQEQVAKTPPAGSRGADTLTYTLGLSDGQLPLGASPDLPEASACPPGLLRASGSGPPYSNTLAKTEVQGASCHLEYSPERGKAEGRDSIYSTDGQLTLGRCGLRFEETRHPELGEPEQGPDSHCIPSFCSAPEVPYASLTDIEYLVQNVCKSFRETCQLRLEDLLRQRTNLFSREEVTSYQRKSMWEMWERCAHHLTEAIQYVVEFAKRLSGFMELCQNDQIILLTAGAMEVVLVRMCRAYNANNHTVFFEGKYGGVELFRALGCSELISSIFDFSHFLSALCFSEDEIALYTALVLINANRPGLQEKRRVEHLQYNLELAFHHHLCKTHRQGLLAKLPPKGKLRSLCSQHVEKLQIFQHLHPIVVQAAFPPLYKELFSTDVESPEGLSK
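Compounds are pin-transferred onto Drosophila Schneider cells expressing a copper-inducible Gal4–ROR gamma transactivation domain fusion. After 1 hr, copper sulfate is added to 700 uM final; luciferase is read 20 hr later.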
Rab9 promoter act = qHTS Assay for Rab9 Promoter Activators; Huh7 Rab9 promoter-luciferase reporter, luminescence, 24 h; Potency, µM (highest dose often 9.22 µM), inactives show at the highest dose activation, negative = inhibition, usual class: activators; 2.8% of 320,000 active; AID 485297, 2010; also: % of control where 0% means no effect; nearly all actives have a fitted effect of over 60% in size
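Measured in stably transfected Huh7 cells bearing a Rab9 promoter–luciferase construct: 24 h compound treatment at 37 °C, followed by luminescence detection.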
FLuc counter = qHTS profiling assay for firefly luciferase inhibitor/activator using purifed enzyme and Km concentrations of substrates (counterscreen for miR-21 project) | Luciferin 4-monooxygenase (Photinus pyralis), P08659 | purified FLuc, Km substrates, luminescence inhibition | Potency, µM (highest dose often 57.5 µM), for inactives: at the highest dose activity change, negative = inhibition, usual class: inhibitors | 6.9% of 360,000 active;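 also: plate controls were vehicle for no effect and reference inhibitor for full effect; nearly all actives have a fitted effect of over 55% in size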
Target sequence (P08659 whole entry, looked up): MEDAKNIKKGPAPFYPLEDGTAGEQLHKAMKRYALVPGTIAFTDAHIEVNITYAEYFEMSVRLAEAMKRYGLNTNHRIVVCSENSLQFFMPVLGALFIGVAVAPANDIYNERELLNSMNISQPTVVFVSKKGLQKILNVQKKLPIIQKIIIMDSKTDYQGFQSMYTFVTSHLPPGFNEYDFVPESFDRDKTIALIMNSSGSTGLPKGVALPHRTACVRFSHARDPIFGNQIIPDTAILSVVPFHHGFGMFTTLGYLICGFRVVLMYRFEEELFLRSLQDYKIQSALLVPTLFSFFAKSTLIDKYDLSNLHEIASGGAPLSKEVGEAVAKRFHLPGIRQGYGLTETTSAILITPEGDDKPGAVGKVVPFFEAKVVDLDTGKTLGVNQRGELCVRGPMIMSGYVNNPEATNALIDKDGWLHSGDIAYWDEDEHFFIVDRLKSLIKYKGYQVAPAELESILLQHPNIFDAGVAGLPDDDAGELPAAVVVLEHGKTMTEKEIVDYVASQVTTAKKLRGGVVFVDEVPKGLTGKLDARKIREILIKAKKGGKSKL
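Purified P. pyralis luciferase (10nM final) with 10uM D-luciferin and 10uM ATP (Km levels) in 50mM Tris acetate pH 7.5, 10mM Mg acetate, 0.01% Tween-20, 0.05% BSA; qHTS 6-point titration, ~60 µM downward; luminescence read.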
uPA surface inh = qHTS for Inhibitors of Cell Surface uPA Generation; 0.31% of 330,000 active; cell surface uPA generation assay, qHTS; AID 540303, 2011; Potency, µM (highest dose often 38.3 µM), for inactives: at the top dose activity change, negative = inhibition, actives largely listed as inhibitors; active = well fitted inhibition curve with a large enough effect; inconclusive = small, poorly fitted or top-dose-only effect; inactive = no such curve, though single readings can be large or run the other way; tested in mouse RAW 264.7 cells; also: % is scaled to controls: 0 for no effect and ±100 for the full control effect; nearly all actives have a fitted effect of over 55% in size
p53 reactivation = qHTS assay for re-activators of p53 using a Luc reporter | H1299 p53-A138V BP100-luciferase reporter, luminescence, 24 h | Potency, µM (doses to about 92.2 µM), inactives show top-dose activity change, positive = activation, most hits filed as activators | 0.063% of 320,000 active | AID 504706, 2011; also: % of control where 0% means no effect; nearly all actives have a fitted effect of over 45% in size
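H1299 (p53-null), stable ts p53-A138V + BP100-Luc; 1000 cells/well, Opti-MEM/10% FBS; cpd 4 pt, 1:5; 24 h, 37 deg C, 5% CO2; detection reagent 10 min RT; luminescence.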
Gal4-VP16 FLuc = VP16 counterscreen qHTS for inhibitors of ROR gamma transcriptional activity | Drosophila S2 Gal4-VP16 UAS-luciferase, luminescence, 20 h | 3.5% of 310,000 active | Potency, µM (doses to about 53.6 µM), inactives show top-dose activity, negative = inhibition, hits mostly inhibitors;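 also: Gal4-VP16 expression switched on by copper sulfate through the metallothionein promoter; % is scaled to controls: 0 for no effect and ±100 for the full control effect; nearly all actives have a fitted effect of over 50% in size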
MBNL1 CUG block = qHTS Assay for Inhibitors of MBNL1-poly(CUG) RNA binding | Muscleblind-like protein 1 (Homo sapiens), Q9NR56 | TR-FRET MBNL1-His/biotin-(CUG)12 binding, 665/545 ratio | Potency, µM (titrated, usually from 57.5 µM), without a hit: top-dose activity change, negative = inhibition, usual class: inhibitors | 0.036% of 280,000 active | AID 2675, 2010; active = well fitted inhibition curve with a large enough effect in the signal ratio, with a control signal flat, not every such curve was filed as active; inconclusive = small, poorly fitted or top-dose-only effect, or effect the other way, or a change in a side signal; inactive = no such curve, though single readings can be large or run the other way; the % refers to the signal ratio; also: % is scaled to controls: 0 for no effect and ±100 for the full control effect
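His-tagged MBNL1 binding to biotinylated (CUG)12 RNA was measured by TR-FRET using terbium anti-His antibody (0.055 ng/ul final) and streptavidin-XL665 (5 nM final). Compounds were titrated 92 nM to 58 uM; 60 min at room temperature.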
ELG1 genotox = qHTS screen for small molecules that induce genotoxicity in human embryonic kidney (HEK293T) cells expressing luciferase-tagged ELG1. 1.3% of 330,000 active. Potency, µM (series often up to 46 µM), without a hit: top-dose activity change, positive = activation, usual class: activators. HEK293T ELG1-luciferase reporter, luminescence, 16 h. AID 504466, 2011; also: % of control where 0% means no effect; nearly all actives have a fitted effect of over 60% in size
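After overnight (16 hr) compound treatment at 37 °C, ELG1-luciferase HEK293T cells were lysed with ONE-Glo; luminescence quantified 30 min later at room temperature.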
NPC1 promoter act = qHTS Assay for NPC1 Promoter Activators | Potency, µM (series often up to 9.22 µM), for inactives: at the top dose activation, usual class: activators | 2.4% of 320,000 active | Huh7 NPC1 promoter luciferase reporter, 24 h;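 also: % of control where 0% means no effect; nearly all actives have a fitted effect of over 60% in size; reporter is driven by a mutant NPC1 promoter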
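Luminescence read-out of NPC1 promoter-driven luciferase in stably transfected Huh7 cells; compounds delivered in DMSO and left 24 h at 37C, 5% CO2, qHTS titration format.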
* hit, by the source's call; ? = inconclusive; / = not tested or not shown; [ ] = another dose, or the depositor's remark. Unless noted, calls follow the shape of the dose curve; as a rule, active = well fitted curve in the direction sought with a large enough effect; inconclusive = small, poorly fitted or top-dose-only effect, or another doubt; inactive = no such curve, though single readings can be large; an effect the other way counts as inactive or inconclusive. Potency is read from the fitted curve at half-maximal effect.

nr	canonical_smiles	BRCA1 expr act	RORg inh	Rab9 promoter act	FLuc counter	uPA surface inh
1	O=C(CCNC(=O)c1ccco1)Nc1ccc(N2CCOCC2)cc1	5%	-1%	12%	2%	1%
2	Cc1occc1-c1nnc(SCC(N)=O)n1Cc1ccccc1	-12%	-28%	-3%	6%	/
3	O=C(O)c1ccc(N/N=C/C=C/c2ccc([N+](=O)[O-])o2)cc1	-26%	-3%	16%	17µM*	-8%
4	C=CCn1c(CCc2cc(C(C)(C)C)c(O)c(C(C)(C)C)c2)n[nH]c1=S	-23%	2.5µM*	-3%	-7%	4%
5	COc1ccc(NC(=O)CC(NCCc2ccccc2)C(=O)O)c(OC)c1 (stereo not given)	0%	-2%	5%	-2%	0%
6	CC(C)N(Cc1ccccc1)S(=O)(=O)c1ccc(Cl)nc1	13%	/	3%	?	-4%
7	CCCCN(CCCNC(=O)C1CCN(S(=O)(=O)CC)CC1)c1ccccc1	-18%	-18%	-4%	8%	-3%
8	CCCCc1nc(C(N)=O)c2[nH]c(=O)n(-c3ccc(OC)c(OC)c3)c2n1	0%	-2%	-4%	3%	-3%
9	Cc1cccc(N(C)S(=O)(=O)c2csc(C(N)=O)c2)c1	2%	-16%	-2%	-1%	1%
10	Cc1cccc(N(C(=O)c2snc(C(N)=O)c2N)C(C(=O)NCC2CCCO2)c2ccc3ncccc3c2)c1 (stereo not given)	-15%	10%	1%	2%	-2%
11	Cc1cccc2nc(COc3ccc(-c4ccccc4)cc3)cn12	/	13µM*	?	11µM*	/
12	CC(C)c1cc(C(N)=O)c(NC(=O)C2CCC2)s1	7%	21%	11%	2%	/
13	COc1ccc(NS(=O)(=O)c2cccc3cccnc23)cc1	1%	-5%	-3%	-2%	-1%
14	COc1ccc2[nH]c(=O)c(CN(C(=O)c3cccnc3)c3cc(C)ccc3C)cc2c1	-19%	15%	1%	4%	5%
15	O=[N+]([O-])c1ccccc1/C=C\C=N\N1CCN(c2ccccc2)CC1	32%	?	0%	-16%	?

nr	p53 reactivation	Gal4-VP16 FLuc	MBNL1 CUG block	ELG1 genotox	NPC1 promoter act
1	-3%	3%	-2%	1%	8%
2	-5%	1%	-2%	-1%	-2%
3	18%	?	?	1%	-2%
4	2%	7.9µM*	1%	-13%	-5%
5	5%	-5%	-6%	1%	-2%
6	1%	/	/	13%	2%
7	-11%	-2%	-6%	-2%	-7%
8	-1%	2%	-2%	4%	1%
9	-5%	-2%	-4%	0%	0%
10	-6%	-3%	?	-4%	-1%
11	2%	3%	-8%	10%	26%
12	-1%	-12%	2%	-6%	13%
13	-5%	-6%	3%	4%	-6%
14	-3%	2%	-12%	-1%	2%
15	12%	0%	/	-1%	0%

(continued)
nr	canonical_smiles	BRCA1 expr act	RORg inh	Rab9 promoter act	FLuc counter	uPA surface inh
16	CCOc1cc(NC(=O)c2ccco2)c(OCC)cc1NC(=O)Cc1ccc(OC)c(OC)c1	3%	-32%	14%	4%	/
17	COC(=O)c1ccc(NC(=O)c2cc(-c3ccccn3)nc3ccccc23)cc1	-11%	-15%	-3%	1%	8%
18	O=C(Cc1ccc(Br)cc1)Nc1ccccc1Cl	35%	-9%	-5%	2%	0%
19	CCCn1c2ccccc2c2cnn(CC(=O)NCCN(C)C)c(=O)c21	3%	27%	10%	5%	3%
20	CC(=O)c1sc(-c2ccccc2)cc1N	14%	-16%	12%	?	-2%
21	Cc1noc(C)c1COc1ccc(C(=O)OCC(=O)NC23CC4CC(CC(C4)C2)C3)cc1	5%	-13%	-1%	1%	2%
22	Nc1nn(S(=O)(=O)c2cccc3nsnc23)cc1-c1ccc(Br)cc1	-63%	-1%	-7%	6%	4%
23	O=C(COC(=O)c1ccccc1OC(F)F)Nc1ccc2[nH]c(=O)[nH]c2c1	-13%	/	1%	-2%	5%
24	Fc1ccc(COc2ccccc2CNCc2ccncc2)cc1	-37%	8%	-5%	-2%	-1%
25	CN(C(=O)N1CCN(c2ccccn2)CC1)c1ccccc1	5%	5%	-3%	0%	-2%
26	CCCCn1c(SCC(=O)O)nc2ccccc21	-2%	-3%[0.365 µM]	-12%	0%	-2%
27	COC(=O)Cc1cc(=O)[nH]c(/N=C(\N)Nc2ccc(C(C)C)cc2)n1	-16%	?	-4%	-10%	-19%
28	CN(C)C1(CNC(=O)C2CCC(=O)N(CCc3ccc(Cl)cc3)C2)CCCCC1 (stereo not given)	-23%	-4%	-3%	3%	?
29	OCc1c[nH]c(=S)n1CCOc1cccc(C(F)(F)F)c1	-1%	-17%	-4%[1.84 µM]	-4%	9%
30	CC1CN(c2ncnc3c2cnn3-c2ccc(Cl)cc2)CC(C)O1 (stereo not given)	3.2µM*	18%	1µM*	3µM*	-2%

nr	p53 reactivation	Gal4-VP16 FLuc	MBNL1 CUG block	ELG1 genotox	NPC1 promoter act
16	2%	-5%	0%	0%	0%
17	-2%	-7%	0%	?	-3%
18	5%	-9%	/	0%	-2%
19	-6%	2%	-8%	-3%	-1%
20	3%	5%	?	10%	-5%
21	-2%	5%	-2%	15%	3%
22	-22%	17%	?	-2%	-2%
23	23%	/	/	2%	-2%
24	2%	-9%	/	-4%	0%
25	-3%	-13%	-8%	1%	-2%
26	-4%	/	2%	0%	7%
27	-3%	-7%	-1%	-3%	-5%
28	23%	-9%	-4%	-1%	0%
29	1%	2%	-6%	-4%	-5%
30	?	-3%	6%	2.1µM*	1.1µM*

Shown as a hit in NPC1 promoter act, of those listed so far:
| cpd | canonical_smiles | BRCA1 expr act | RORg inh | Rab9 promoter act | uPA surface inh | p53 reactivation | MBNL1 CUG block | NPC1 promoter act |
| --- | --- | --- | --- | --- | --- | --- | --- | --- |
| 30 | CC1CN(c2ncnc3c2cnn3-c2ccc(Cl)cc2)CC(C)O1 (stereo not given) | 3.2µM* | 18% | 1µM* | -2% | ? | 6% | 1.1µM* |

Compound profiles (already shown). Order of values: BRCA1 expr act, RORg inh, Rab9 promoter act, FLuc counter, uPA surface inh, p53 reactivation, Gal4-VP16 FLuc, MBNL1 CUG block, ELG1 genotox, NPC1 promoter act
COC(=O)c1ccc(NC(=O)c2cc(-c3ccccn3)nc3ccccc23)cc1 is listed as -11%, -15%, -3%, 1%, 8%, -2%, -7%, 0%, ?, -3%
CC1CN(c2ncnc3c2cnn3-c2ccc(Cl)cc2)CC(C)O1 (stereo not given) is listed as 3.2µM*, 18%, 1µM*, 3µM*, -2%, ?, -3%, 6%, 2.1µM*, 1.1µM*

Other entries.
nr	canonical_smiles	BRCA1 expr act	RORg inh	Rab9 promoter act	FLuc counter	uPA surface inh
31	O=c1c2c(nc3cc(-c4ccc(F)cc4)[nH]n13)CCC2	?	1%	3.2µM*	8.5µM*	0%
32	COCCc1ncc(CN2CCCCC2C(=O)Nc2ccc(Oc3ccccc3)nc2)cn1 (stereo not given)	18%	-13%	-2%	2%	1%
33	COc1ccc(C2c3[nH]c4ccccc4c3C[C@H]3C(=O)N(C4CCN(Cc5ccccc5)CC4)CC(=O)N23)cc1OC (stereo not given in full)	-14%	22%	1%	3%	?
34	O=C(c1cc(F)c(F)cc1Cl)N1CCN(S(=O)(=O)c2cccs2)CC1	-6%	/	-1%	-2%	1%
35	CC1=NN(C(=O)COc2ccc(C)c(C)c2)C(O)(c2ccccc2)C1 (stereo not given)	-13%	10µM*	-3%	-6%	0%
36	CCCN(CCC)C(=O)c1ccc2c(c1)S(=O)(=O)c1ccccc1C2=O	1%	-2%	-2%	4%	4%
37	Cc1nccn1CCC(=O)O	10%	-15%	6%	0%	5%
38	Cn1cncc1C#Cc1c(-c2ccc(S(C)(=O)=O)cc2)sc2ccccc12	-12%	/	/	/	1%
39	CCOc1cccc(OCCOCCN(C)C)c1	-7%	-13%	0%	0%	7%
40	CC(=O)N1N=C(N)SC1c1cccc([N+](=O)[O-])c1 (stereo not given)	-1%	3%	-5%	4%	6%
41	NS(=O)(=O)c1cc(C(=O)Nc2ccc3c(c2)OCCCO3)ccc1Cl	61%	-18%	26%	?	-2%
42	Cc1cc(C)n2nc(C)c(Br)c2n1	-5%	-1%	1%	1%	-2%

nr	p53 reactivation	Gal4-VP16 FLuc	MBNL1 CUG block	ELG1 genotox	NPC1 promoter act
31	?	-20%	?	18µM*	2.5µM*
32	-14%	-1%	-7%	13%	-8%
33	12%	-2%	0%	-11%	-3%
34	9%	/	/	-1%	-2%
35	1%	11µM*	-3%	-3%	0%
36	-11%	-2%	?	8%	-1%
37	1%	1%	-12%	4%	0%
38	7%	/	/	-1%	/
39	0%	6%	-1%	0%	-2%
40	10%	-13%	?	-2%	-2%
41	13%	?	-12%	9%	2%
42	-1%	6%	-4%	5%	-4%

Source: PubChem (National Center for Advancing Translational Sciences (NCATS))
